H9c2 TAG inh – reduces triacylglycerol accumulation in H9c2 cells; 0.66% of 230,000 active; Nile Red lipid (TAG) fluorescence; cells loaded with 200 µM oleic acid; inhibition, % at 12.5 µM;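 active means pattern-corrected inhibition of lipid staining of at least 50% with the nuclear-stain viability signal not falling by more than 50%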;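 further: 0% = DMSO wells and 100% = triacsin C control wells; some results filed as inactive read as strong as hits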
H9c2 TAG inh DAPI viability – further read-out of H9c2 TAG inh, marked with its call; DAPI nuclei signal change (viability), lower = more cytotoxic, %;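 whole-well DAPI fluorescence read on a plate reader as a viability signal; minus 50 percent equals half of cells still viable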
Numbers without * were called inactive. Only part of the results is shown (hit frequency here may not be typical).

Below each compound: H9c2 TAG inh, H9c2 TAG inh DAPI viability
Cc1cccc(-c2nsc(SCC(=O)Nc3nccs3)n2)c1
  27, -15
NC(=O)Cc1ccc(C(=O)c2ccc(Cl)cc2Cl)s1
  -42, 4
O=C(NC1CCCC1)C(c1cccs1)N(C(=O)c1ccno1)c1ccccc1 (stereo not given)
  7, 2
Cc1csc(=O)n1CC(=O)OCC(=O)Nc1ccccc1C(C)C
  1, 4
CSC(=Nc1ccccc1)Nc1ccccc1
  0, 3
COc1ccc(Br)cc1/C=N/Nc1ccc(Cl)c(C(=O)O)c1
  14, -1
Cc1ccc(N(C(C)C(=O)O)S(=O)(=O)c2cccnc2)cc1 (stereo not given)
  21, -3
CC1(C)CC[C@]2(C(=O)O)CC[C@]3(CO)C(=CCC4[C@@]5(C)C[C@H](O)[C@H](O)[C@@](C)(C(=O)O)C5CC[C@]43C)[C@@H]2C1 (stereo not given in full)
  -24, 2
COc1cccc(C(C(=O)NC2CCCCC2)N(C(=O)c2cccs2)c2ccc3c(c2)OCO3)c1 (stereo not given)
  -4, -17
COC(=O)C1C(O)=C(C(C)=Nc2cccc3ccccc23)C(=O)CC1(C)C (stereo not given)
  -15, 7
O=C(O)c1ccc(COc2ccc3ccccc3c2/C=C2/NC(=O)N(Cc3ccc(F)cc3)C2=O)cc1
  10, -10
COc1cc(/C=N/O)cc(Br)c1OCc1ccc(Cl)cc1
  -81, 7
COc1ccc(CC(=O)Nc2ccc(C(=O)Nc3nccs3)cc2)cc1OC
  13, -11
CC(=O)c1ccc(Nc2cc(C)nc3c(C)cc(C)cc23)cc1
  49, -33
CC(C)(O)C(=O)N=Nc1c(O)[nH]c2ccccc12
  -10, 7
O=C(c1ccco1)N1CCN(C(=O)c2ccc(-c3ccc(Cl)cc3)o2)CC1
  1, 1
C[C@H](CO)N1C[C@H](C)[C@H](CN(C)S(C)(=O)=O)OCc2ccccc2-c2c(n(C)c3ccccc23)C1=O
  12, 0
O=C(NC12CC3CC(CC(C3)C1)C2)C12CC3CC(C1)CC(n1cnc(Cl)n1)(C3)C2
  13, -5
COc1ccc(-n2cnnc2SCC(=O)NC2CCCCC2)cc1
  0, 5
Cc1ccc([N+](=O)[O-])c(NC(=O)COC(=O)C2CC3CCCC(C2)C3=O)c1C (stereo not given)
  10, 9
O=C(C#Cc1ccccc1)c1ccccc1
  64*, -43*
O=C(O)c1cccc(NS(=O)(=O)c2cccc3cccnc23)c1
  15, -5
CCCCNC(=O)C1(C)CCN1C(=O)c1ccc(OC)c(F)c1 (stereo not given)
  -12, 4
CC1CC(C)(C)n2c(O)c(N=NC(N)=S)c3cccc1c32 (stereo not given)
  15, 6
COc1ccc2c(c1OC)C(=O)OC2Nc1nc2ccccc2s1 (stereo not given)
  -4, 5
O=C(c1cnn2c1NC(c1ccc(Br)cc1)CC2C(F)(F)F)N1CCN(C23CC4CC(CC(C4)C2)C3)CC1 (stereo not given)
  54*, -10*
COc1ccc(-c2cc(C3CCN(c4ncccc4[N+](=O)[O-])CC3)[nH]n2)cc1
  22, -12
O=C(/C=C/c1cccc([N+](=O)[O-])c1)N1CCN(c2ccccn2)CC1
  3, 5
Cc1ccc2ncccc2c1NS(=O)(=O)c1ccccc1
  -2, -1
Nc1c(N(CCC2=CCCCC2)C(=O)c2ccco2)c(=O)[nH]c(=O)n1Cc1ccccc1
  -10, 2
COc1cc(S(=O)(=O)NCc2cccnc2)c(OC)cc1Br
  11, -14
Cc1ccccc1/C=N/Nc1nc2ccccc2[nH]1
  11, -3
Cc1cccc(NC(=O)CSc2nc(=O)n3ccccc3n2)c1C
  0, 6
NC(c1csc(Nc2cc(NCc3ccco3)ncn2)n1)c1ccccc1Cl (stereo not given)
  23, 8
CC(OC(=O)/C=C/c1ccccc1Cl)C(=O)NC1CCCCC1C (stereo not given)
  -4, 1
CCNCCC(=O)N1c2ccccc2Sc2ccc(NC(=O)OCC)cc21
  31, -11
Cc1noc(C)c1S(=O)(=O)N(C)Cc1ccccc1
  8, -7
CCn1cnc2scc(-c3ccccc3)c2c1=O
  -7, 0
CCc1ccc(OCCCC(=O)Nc2ccc(S(N)(=O)=O)cc2)cc1
  -14, -10
Cc1ccc(S(=O)(=O)N2CCN(C(=O)c3ccccc3-c3nc4ccccc4s3)CC2)c(C)c1
  -31, 2
O=C(COC(=O)Cc1ccccc1F)NNC(=O)c1ccc(Cl)cc1
  1, -1
Cn1nc(C(=O)OCC(=O)Nc2ccc3ccccc3c2)c2ccccc2c1=O
  6, -7
COc1ccc(C2CC(c3c(Cl)cccc3Cl)n3nc(N)nc3N2)cc1 (stereo not given)
  -9, -6
COc1ccc(-c2ccc3c(c2)S(=O)(=O)c2cccc(C(=O)N4CCN(c5c(Cl)cncc5Cl)CC4)c2C3=O)cc1OC
  30, -12
NNC(=S)NCc1ccco1
  -9, 9

In another format: entries from further up
structure,H9c2 TAG inh,H9c2 TAG inh DAPI viability
CCc1ccc(OCCCC(=O)Nc2ccc(S(N)(=O)=O)cc2)cc1,-14,-10
Cn1nc(C(=O)OCC(=O)Nc2ccc3ccccc3c2)c2ccccc2c1=O,6,-7
CC(OC(=O)/C=C/c1ccccc1Cl)C(=O)NC1CCCCC1C (stereo not given),-4,1

The list goes on.
Below each compound: H9c2 TAG inh, H9c2 TAG inh DAPI viability
CN(CCc1ccccc1)C(=O)c1cccc(NC(=O)Cc2cccc(NC(=O)C3CCN(C(=O)C4CCC4)CC3)c2)c1
  19, 0
CCOC(=O)C1CCN(C(=O)C2(NC(=O)Nc3ccccc3Cl)CCCCC2)CC1
  70*, 3.9*
O=C(COC(=O)C1CC1)NCCc1ccc(Cl)cc1
  -6, 8
Cc1cc(C)n2nc(C(=O)OCC(=O)N(Cc3ccccc3)C(C)C)nc2n1
  14, 5
CC(=O)Nc1ccc(NC(=O)COc2c(C)cc(Br)cc2C)cc1
  -26, -1
CCn1c(SCC(N)=O)nc2c(c1=O)C1(CCCC1)Cc1ccccc1-2
  -9, -1
COc1cc(CN2CCNC(=O)C2CC(=O)NCCC2=CCCCC2)cc(OC)c1 (stereo not given)
  31, -26
Nc1cc(C(=O)OCC(=O)Nc2cccc(S(=O)(=O)N3CCOCC3)c2)ccc1Cl
  5, 12
Fc1ccc(CNC(=S)NC2CCCC2)cc1
  -12, 2
Cc1cc(C)cc(NC(=O)C(OC(=O)Cn2cnc3c2c(=O)n(C)c(=O)n3C)c2ccccc2)c1 (stereo not given)
  4, -7
Cc1sc2ncnc(SCC(=O)NCC(C)C)c2c1C
  12, -2
COc1ccc(C2NC(=O)c3ccccc3N2)c(OC)c1OC (stereo not given)
  -9, 6
CCOC(=O)CC(C)(C)/C(C)=N/Nc1ccc([N+](=O)[O-])cc1[N+](=O)[O-]
  -14, 5
O=C(Nc1ccc(N2CCOCC2)cc1)c1ccncc1
  2, 6
Cc1ccc(C)c(SCC(=O)NCC(c2ccco2)N2CCCCC2)c1 (stereo not given)
  -18, 2
Cc1cccc2cc(CN(Cc3ccco3)C(=O)c3ccncc3)c(=O)[nH]c12
  -2, -3
CCc1cc(OCCN(C)C)ccc1Cl
  -3, 5
Cc1cc(OCn2ccc(C(=O)O)n2)ccc1Cl
  -7, 3
O=C(Cc1cccc2ccccc12)NN1C(=O)C2C(C1=O)C1C=CC2C12CC2 (stereo not given)
  -5, 0
Cc1ccc(NC(=S)NC2CC3CCCC(C2)N3Cc2ccco2)cc1 (stereo not given)
  -8, 17
CCCOc1ccc(CC(=O)NCC2(c3ccccc3)CCOCC2)cc1OC
  21, 5
COc1ccccc1OCCNC(=O)c1ccc(C)o1
  6, -5
CCCn1c(SCC(=O)Nc2ccccc2C(=O)NC2CC2)n[nH]c1=O
  1, -3
COc1ccc(-c2[nH]nc3nc(N4CCN(C(=O)c5ccoc5)CC4)cc(C(F)(F)F)c23)cc1
  26, -4
Cc1nn(Cc2noc(C(=O)NCc3ccc(F)cc3)n2)c(C)c1Br
  -2, -3
CC(NC(=O)C(=O)N/N=C\c1ccc([N+](=O)[O-])cc1)c1ccccc1 (stereo not given)
  15, -10
Clc1cccc(C2CCN(Cc3nc(CC4CC4)no3)C2)c1 (stereo not given)
  5, -2
Cc1ccc(-n2cccc2/C=N/n2cnnc2)cc1Cl
  10, -1
CCc1ccc(C(O)c2ncc(-c3ccccc3C(F)(F)F)[nH]2)cc1 (stereo not given)
  -18, 11
Cc1ccc(NC(=O)CSc2nccn2Cc2ccccc2)cc1C
  -9, -6
COc1ccc(C(O)c2ncc(-c3cccc(OCc4ccccc4)c3)[nH]2)cc1F (stereo not given)
  -20, 8
CC(C)Oc1ccc(NC(=O)c2ccncc2)cc1
  -34, 11
Cc1nn(-c2ccccc2)c2nc(-c3ccco3)cc(C(=O)O)c12
  1, -6
O=C1c2ccccc2C(=O)c2cc(N3CCCCC3)ccc21
  -92, 13
Cc1c(NC(=O)COC(=O)COc2ccc(Nc3ccccc3)cc2)c(=O)n(-c2ccccc2)n1C
  -3, -1
COc1cc2c(cc1OC)CN(C(=S)Nc1ccc(OC(F)F)cc1)CC2
  5, -1
CCOC(=O)Cn1nc(-c2ccccc2)nc1-c1ccccc1
  -9, 9
Cc1ccc(S(=O)(=O)NN2CCCCCC2)cc1
  0, 4
CCCc1c(C(=O)N/N=C(\CC)c2ccccc2)nnn1-c1nonc1N
  -8, 5
C/C(=N\NC(=O)CCc1ccc(S(=O)(=O)N2CCOCC2)cc1)c1ccc(OC(F)F)cc1
  12, -1
COc1cc(/C=N/Nc2snc(SC)c2C#N)cc(OC)c1OC
  5, 1
Cc1ccc(CN(CCO)CCO)cc1
  18, 0
Cc1cccc(N2CCN(C3=NC(=O)C(=C4CCCCC4)S3)CC2)c1
  1, 13
Cc1ccc(NC(=O)CSc2ccc3nnc(-c4cccnc4)n3n2)cc1
  7, -16
COc1cc(NC(=O)c2ccccc2-n2cnnn2)cc(OC)c1
  -5, 4
Cc1cc(=S)c2ccccc2[nH]1
  14, 2
CCN1CCN(Cc2ccc(NC(=O)c3ccc(C)c(NC(=O)c4nccnc4N)c3)cc2C(F)(F)F)CC1
  -25, 31
COc1cc([N+](=O)[O-])ccc1NC(=O)Nn1cnnc1
  -2, -6
O=C(NCC1CCCO1)c1ccc(CNS(=O)(=O)c2cccc(Cl)c2)cc1 (stereo not given)
  -4, 4
O=C(c1ccco1)N1CCN=C1SCc1cccnc1
  -18, 8
CCC(=O)Nc1cc2c(cc1C(C)=O)OCCO2
  5, -3
CC1CN(C=O)CC(C)N1CCN1C(C)CN(C=O)CC1C (stereo not given)
  -10, 13
CCOc1ccc(C(=O)COC(C)=O)cc1
  2, 8
COc1cccc(-c2ncc3ccccc3c2COC(=O)c2ccc(Br)cc2)c1
  -16, 3
Cc1cccc(NC(=S)N/N=C/c2ccc([N+](=O)[O-])s2)c1
  -43, 5
COc1ccc(-c2cn(-c3ccc(C)cc3)c(=O)n2CC(=O)Nc2cccc(F)c2)cc1
  -20, 16
CC1(Cc2ccc(Cl)s2)C(=O)Nc2c(Cl)ccc(Cl)c21 (stereo not given)
  -13, 8
CCc1noc2c1/C(=N\O)CC(c1ccccc1)C2 (stereo not given)
  -14, -20
O=c1c2c(nc3nc(CCc4ccccc4)[nH]n13)CCC2
  8, -2
COc1ccc(-c2cc(C(=O)OC(C)C(=O)Nc3c(C)n(C)n(-c4ccccc4)c3=O)c3ccccc3n2)cc1 (stereo not given)
  7, -3

Other entries
Below each compound: H9c2 TAG inh, H9c2 TAG inh DAPI viability
O=C(c1nc2ccc(Cl)cn2c1CN1CCC[C@H]1CO)N1CCc2ccccc2C1
  10, 3
O=C(CCCc1ccccc1)Nc1cccnc1Cl
  -6, 3
COc1cccc(-n2nnnc2SCC(=O)NCCc2ccccc2)c1
  -10, 3
NC(=O)C(=O)NN=C1C2CC3CC(C2)CC1C3
  -16, 2
COc1ccccc1CN1CC(C(=O)N(CCO)Cc2cccs2)CCC1=O (stereo not given)
  14, -3
COc1ccc(CC(N)c2csc(NC(=O)NCCc3ccc(OC)c(OC)c3)n2)cc1 (stereo not given)
  18, -5
CCN(C(=O)CSc1nnc(-c2ccccc2Cl)n1C1CCCC1)C1CCS(=O)(=O)C1 (stereo not given)
  -8, -1
Cc1cccc(C)c1OCC(O)CNC(C)C (stereo not given)
  7, -2
CSc1nc2nc(-c3ccccc3)cc(C(F)(F)F)n2n1
  -27, 5
CC1CC(C)CN(C(=O)C(C)N2CCN(S(=O)(=O)c3cccs3)CC2)C1 (stereo not given)
  21, 0
CCOc1ccccc1/C=N/Nc1cc(C)nc2ccc(C)cc12
  4, 6
CCOc1cccc(-c2nnc3sc(-c4ccco4)nn23)c1
  -6, -2
Cc1cccc(C)c1NC(=O)c1ccc(-c2ccc(Cl)cc2Cl)o1
  -5, -7
Cc1ccc(-c2nc(N)n(C(=O)c3cccnc3)n2)cc1
  -8, 5
C=CCn1c(SCC(=O)Nc2ccc(C(=O)OCC)cc2)nnc1-c1sc(N)nc1C
  -3, 10
Cc1cc(=O)oc2c(CN3CCCCC3)c(O)ccc12
  0, 23

Seven compounds already listed, sorted by formula weight, ascending.
Below each compound: H9c2 TAG inh, H9c2 TAG inh DAPI viability
Cc1cc(=O)oc2c(CN3CCCCC3)c(O)ccc12
  0, 23
O=C(CCCc1ccccc1)Nc1cccnc1Cl
  -6, 3
CCOc1ccccc1/C=N/Nc1cc(C)nc2ccc(C)cc12
  4, 6
CC1CC(C)CN(C(=O)C(C)N2CCN(S(=O)(=O)c3cccs3)CC2)C1 (stereo not given)
  21, 0
COc1ccccc1CN1CC(C(=O)N(CCO)Cc2cccs2)CCC1=O (stereo not given)
  14, -3
COc1ccc(CC(N)c2csc(NC(=O)NCCc3ccc(OC)c(OC)c3)n2)cc1 (stereo not given)
  18, -5
C=CCn1c(SCC(=O)Nc2ccc(C(=O)OCC)cc2)nnc1-c1sc(N)nc1C
  -3, 10

Source: PubChem BioAssay (Sanford-Burnham Center for Chemical Genomics)
